Bioassay records: PubChem, National Center for Advancing Translational Sciences (NCATS)
RORg inh: qHTS for inhibitors of ROR gamma transcriptional activity; 5.4% of 310,000 active; Potency, µM (highest dose often 53.6 µM), for the others: at the highest dose activity change, negative = inhibition, most hits filed as inhibitors; Drosophila S2 Gal4-RORgamma UAS-luciferase reporter, 20 h; AID 2551, 2010; also: potency is read from the fitted curve at half-maximal effect; % is scaled to controls: 0 for no effect and ±100 for the full control effect; nearly all actives have a fitted effect of over 60% in size
Target sequence (P51450 whole entry, looked up, the tested form may be a part): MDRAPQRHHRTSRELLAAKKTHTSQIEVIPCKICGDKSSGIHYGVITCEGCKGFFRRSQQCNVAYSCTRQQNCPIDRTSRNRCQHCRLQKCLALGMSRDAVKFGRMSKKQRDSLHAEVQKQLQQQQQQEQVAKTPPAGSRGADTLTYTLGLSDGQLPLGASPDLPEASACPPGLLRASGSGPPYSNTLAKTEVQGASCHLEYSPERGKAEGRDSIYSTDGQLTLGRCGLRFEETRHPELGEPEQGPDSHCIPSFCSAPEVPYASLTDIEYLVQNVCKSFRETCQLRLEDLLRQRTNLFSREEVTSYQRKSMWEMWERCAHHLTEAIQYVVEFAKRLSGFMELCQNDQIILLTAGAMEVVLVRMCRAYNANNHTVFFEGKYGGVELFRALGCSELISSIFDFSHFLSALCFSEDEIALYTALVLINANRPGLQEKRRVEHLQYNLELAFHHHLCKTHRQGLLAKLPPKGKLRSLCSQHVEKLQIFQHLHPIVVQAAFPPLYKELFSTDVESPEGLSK
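Read-out: Photinus luciferase luminescence; inhibitors lower reporter signal. Insect Schneider cells with Gal4-ROR gamma fusion under metallothionein promoter, UAS reporter; 700 uM final copper sulfate induction, 20 hr, ambient temperature.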
NPC1 promoter act: qHTS Assay for NPC1 Promoter Activators; Huh7 NPC1 promoter luciferase reporter, 24 h; Potency, µM (titrated, usually from 9.22 µM), without a hit: at the top dose activation, actives largely listed as activators; 2.4% of 320,000 active;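 also: potency is read from the fitted curve at half-maximal effect; % of control where 0% means no effect; nearly all actives have a fitted effect of over 60% in size; reporter is driven by a mutant NPC1 promoter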
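Stably transfected Huh7 (NPC1 promoter→luciferase), 1500 cells/well in Opti-MEM + 10% FBS, 2 h settle, then compound 24 h at 37 °C. Luminescence after 10 min with Amplite reagent.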
ELG1 repair inh: qHTS screen for small molecules that inhibit ELG1-dependent DNA repair in human embryonic kidney (HEK293T) cells expressing luciferase-tagged ELG1 | HEK293T ELG1-luciferase reporter, luminescence, 16 h; DNA damage induced by 5-fluorouridine | Potency, µM (titrated, usually from 46.1 µM), for inactives: at the top dose activity change, negative = inhibition, hits mostly inhibitors | 2.3% of 330,000 active | AID 504467, 2011; also: potency is read from the fitted curve at half-maximal effect; % is scaled to controls: 0 for no effect and ±100 for the full control effect; nearly all actives have a fitted effect of over 55% in size
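In this reporter screen, reduction of luminescence relative to DMSO vehicle indicated activity. Compounds and 5-fluorouridine were added together to 2,000 cells per well, incubated for 16 hr at 37 °C, then developed with ONE-Glo.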
ELG1 genotox: qHTS screen for small molecules that induce genotoxicity in human embryonic kidney (HEK293T) cells expressing luciferase-tagged ELG1; Potency, µM (highest dose often 46 µM), without a hit: top-dose activity change, positive = activation, actives largely listed as activators; HEK293T ELG1-luciferase reporter, luminescence, 16 h; 1.3% of 330,000 active; also: potency is read from the fitted curve at half-maximal effect; % of control where 0% means no effect; nearly all actives have a fitted effect of over 60% in size
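Reporter readout depends on ELG1 protein level, which increases with genetic stress. After 16 hr compound exposure at 37 °C, luciferase activity was quantified using ONE-Glo.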
Rab9 promoter act: qHTS Assay for Rab9 Promoter Activators | Huh7 Rab9 promoter-luciferase reporter, luminescence, 24 h | Potency, µM (titrated, usually from 9.22 µM), without a hit: at the highest dose activation, negative = inhibition, hits mostly activators | AID 485297, 2010 | 2.8% of 320,000 active; also: potency is read from the fitted curve at half-maximal effect; % of control where 0% means no effect; nearly all actives have a fitted effect of over 60% in size
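Huh7 cells stably carrying a Rab9 promoter-luciferase reporter, 1500 cells per well in OP-MEM I with 10% FBS, treated with compound 24 hours at 37C. Luciferase activity read by luminescence after 10 minutes with Amplite reagent.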
Gal4-VP16 FLuc: VP16 counterscreen qHTS for inhibitors of ROR gamma transcriptional activity. 3.5% of 310,000 active. AID 2546, 2010. Drosophila S2 Gal4-VP16 UAS-luciferase, luminescence, 20 h. Potency, µM (titrated, usually from 53.6 µM), for the others: top-dose activity, negative = inhibition, most hits filed as inhibitors;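 also: Gal4-VP16 expression switched on by copper sulfate through the metallothionein promoter; potency is read from the fitted curve at half-maximal effect; % is scaled to controls: 0 for no effect and ±100 for the full control effect; nearly all actives have a fitted effect of over 50% in size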
Tb PFK block: qHTS Assay to Find Inhibitors of T. brucei phosphofructokinase; 0.17% of 330,000 active; ATP-dependent 6-phosphofructokinase (Trypanosoma brucei brucei), O15648; Potency, µM (highest dose often 57.5 µM), for the others: at the top dose activity, negative = inhibition, actives largely listed as inhibitors; T. brucei PFK, ADP-Glo luminescence;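 also: potency is read from the fitted curve at half-maximal effect; 0% = uninhibited 1x PFK enzyme wells and -100% = no-enzyme wells; nearly all actives have a fitted effect of over 60% in size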
Target sequence (O15648 whole entry, looked up): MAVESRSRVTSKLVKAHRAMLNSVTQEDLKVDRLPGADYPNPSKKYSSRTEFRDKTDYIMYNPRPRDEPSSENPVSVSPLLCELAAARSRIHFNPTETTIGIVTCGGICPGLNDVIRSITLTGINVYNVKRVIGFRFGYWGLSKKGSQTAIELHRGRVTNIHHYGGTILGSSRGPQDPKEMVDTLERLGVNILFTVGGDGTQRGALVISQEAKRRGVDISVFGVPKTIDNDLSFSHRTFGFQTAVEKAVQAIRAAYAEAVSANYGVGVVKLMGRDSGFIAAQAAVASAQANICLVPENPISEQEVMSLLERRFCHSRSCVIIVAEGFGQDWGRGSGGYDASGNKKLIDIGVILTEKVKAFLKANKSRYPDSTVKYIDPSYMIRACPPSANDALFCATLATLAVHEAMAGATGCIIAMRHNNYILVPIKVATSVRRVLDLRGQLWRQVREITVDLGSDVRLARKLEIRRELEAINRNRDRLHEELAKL
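Compounds were pin-transferred as a titration series up to 57 uM into substrate buffer (0.5 mM F6P, 0.1 mM ATP, pH 8.0), then 1.25 nM PFK was added and reactions ran 45 min before ADP-Glo detection.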
FLuc modulator: qHTS profiling assay for firefly luciferase inhibitor/activator using purifed enzyme and Km concentrations of substrates (counterscreen for miR-21 project); Luciferin 4-monooxygenase (Photinus pyralis), P08659; purified FLuc, Km substrates, luminescence inhibition; Potency, µM (doses to about 57.5 µM), without a hit: top-dose activity change, negative = inhibition, actives largely listed as inhibitors; 6.9% of 360,000 active;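 also: potency is read from the fitted curve at half-maximal effect; plate controls were vehicle for no effect and reference inhibitor for full effect; nearly all actives have a fitted effect of over 55% in size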
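Purified P. pyralis luciferase (10nM final) with 10uM D-luciferin and 10uM ATP (Km levels) in 50mM Tris acetate pH 7.5, 10mM Mg acetate, 0.01% Tween-20, 0.05% BSA; qHTS 6-point titration, ~60 µM downward; luminescence read.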
BRCA1 expr up: qHTS Assay to Identify Small Molecule Activators of BRCA1 Expression | MCF7-BRCA1-FFLuc reporter, luminescence, 48 h; response scale: scaled: vehicle 0%, 10 µM genistein 100% | Potency, µM (doses to about 46.1 µM), inactives show at the highest dose activation, hits mostly activators | 1.1% of 380,000 active; also: potency is read from the fitted curve at half-maximal effect; nearly all actives have a fitted effect of over 80% in size; some results filed as inactive show a strong effect at the top dose
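48 h compound treatment of MCF7-BRCA1-FFLuc cells (phenol-red free MEM, 37 °C), then 15 min with luciferase substrate and luminescence imaging.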
p53 reactivator: qHTS assay for re-activators of p53 using a Luc reporter; H1299 p53-A138V BP100-luciferase reporter, luminescence, 24 h; Potency, µM (titrated, usually from 92.2 µM), for the others: at the top dose activity change, positive = activation, usual class: activators; 0.063% of 320,000 active; also: potency is read from the fitted curve at half-maximal effect; % of control where 0% means no effect; nearly all actives have a fitted effect of over 45% in size
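H1299 (p53-null), stable ts p53-A138V + BP100-Luc; 1000 cells/well, Opti-MEM/10% FBS; cpd 4 pt, 1:5; 24 h, 37 deg C, 5% CO2; detection reagent 10 min RT; luminescence.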
TRPV1 agonist: HTS Assay for Compounds that Act as Agonists of the Vanilloid Receptor 1 | activation, % at 8.33 µM | AID 540275, 2011 | TRPV1-expressing cells, Fluo-8 calcium influx, agonist mode | 0.19% of 320,000 active; in the data active = activation above about 80%; inconclusive = between about 30% and that limit; also: 0% is about no effect
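Cells expressing TRPV1 were dye-loaded with Fluo-8 and read kinetically: 10 s baseline, 3 min after compound (agonist portion), then 2 min after EC20 capsaicin (allosteric enhancer portion). Calcium-bound dye fluorescence at 480/520 nm.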
Numbers without * were called inactive; ? = inconclusive; . = not tested or not shown; [ ] = another dose, or the depositor's remark. Unless noted, calls follow the shape of the dose curve; as a rule, active = well fitted curve in the direction sought with a large enough effect; inconclusive = small, poorly fitted or top-dose-only effect, or another doubt; inactive = no such curve, though single readings can be large; an effect the other way counts as inactive or inconclusive.

| Molecule | TRPV1 agonist | Gal4-VP16 FLuc | p53 reactivator | FLuc modulator | BRCA1 expr up | RORg inh | Rab9 promoter act | ELG1 repair inh | Tb PFK block | NPC1 promoter act | ELG1 genotox |
| --- | --- | --- | --- | --- | --- | --- | --- | --- | --- | --- | --- |
| N#CCN1C(=O)C2CCCN2c2ccc(S(=O)(=O)N3CCOCC3)cc21 (configuration not stated) | -1 | 2% | -3% | -1% | 11% | -3% | 11% | -1% | 6% | -3% | 0% |
| COc1cc([N+](=O)[O-])ccc1NC(=O)c1cccc(NC(=O)C(C)C)c1 | 0 | -1% | -3% | ? | 23% | 6% | -4% | ? | 0% | -2% | -6% |
| COc1ccc(Cn2nnnc2CN2CCCCCC2)cc1 | 10 | -2% | -3% | 0% | -14% | 21% | 0% | 9% | -4% | 0% | 0% |
| COc1ccc(CNC(=O)COC(=O)c2ccc(S(=O)(=O)NCc3ccco3)cc2)cc1 | . | . | 7% | . | 3% | . | . | 7% | ? | . | 0% |
| COc1ccc(C(C)(C)C)cc1NC(=O)C1=CC=CN2CCS(=O)(=O)N=C12 | . | . | 1% | . | -11% | . | . | ? | 0% | . | 2% |
| O=C(NCc1cccnc1)C1CCCN(Cc2cnn(-c3ccccc3)c2-n2cccc2)C1 (configuration not stated) | 6 | -6% | -2% | 0% | -35% | -4% | 0% | ? | 3% | 2% | 1% |
| Cc1cc2c(=O)n(CC(=O)NCC(=O)N3CCN(Cc4ccccc4)CC3)cnc2s1 | -1 | 0% | -8% | -2% | -1% | -4% | -5% | -1% | 0% | -1% | -5% |
| COc1ccccc1NS(=O)(=O)c1cccc(C(=O)OCC(=O)Nc2cc(C)on2)c1 | -2 | -25% | 7% | 5% | 0% | 11µM* | -4% | -17% | 7%[0.46 µM] | -1% | -1% |
| Cc1cccc(N/C=C(\[N+](=O)[O-])S(=O)(=O)c2ccccc2)c1C | 1 | -25% | -4% | -19% | 68% | -12% | 2% | 5% | -2% | 4% | 4% |
| Cc1ccc(-n2cnnn2)c2cccnc12 | -3 | -4% | 0% | -2% | 5% | 2% | 3% | 6% | 0% | -1% | 3% |
| CCN(CC)S(=O)(=O)c1cccc(C(=O)Nc2cccc(C)c2)c1 | 24 | 7% | ? | ? | 11% | ? | ? | -5% | 2% | 21% | 3% |
| CCOC(=O)c1c(N)c2cc([N+](=O)[O-])cnc2n1C | -2 | 7% | -3% | 1% | -18% | 15% | 2% | ? | -16% | -5% | 6% |
| COc1ccccc1N1CCN(C2CCCN(C(=O)c3ccoc3C)C2)CC1 (configuration not stated) | 5 | 15% | -10% | 1% | -3% | -41% | 9% | -12% | 2% | -1% | -4% |
| NC(=O)C1CCN(C(=O)c2ccc3nc(N4CCCCC4)sc3c2)CC1 | 26 | 17% | 19% | ? | ? | -27% | 3.2µM* | ? | 2% | 2.8µM* | ? |
| O=C(Nc1ccccn1)c1ccc([N+](=O)[O-])o1 | 2 | ? | ? | 5% | -50% | ? | 3% | -25% | -1% | 2% | -1% |

An excerpt of these results, with two lines to a compound:
Under each structure: TRPV1 agonist	Gal4-VP16 FLuc	p53 reactivator	FLuc modulator	BRCA1 expr up	RORg inh	Rab9 promoter act	ELG1 repair inh	Tb PFK block	NPC1 promoter act	ELG1 genotox
- Cc1ccc(-n2cnnn2)c2cccnc12
  -3	-4%	0%	-2%	5%	2%	3%	6%	0%	-1%	3%
- CCN(CC)S(=O)(=O)c1cccc(C(=O)Nc2cccc(C)c2)c1
  24	7%	?	?	11%	?	?	-5%	2%	21%	3%
- CCOC(=O)c1c(N)c2cc([N+](=O)[O-])cnc2n1C
  -2	7%	-3%	1%	-18%	15%	2%	?	-16%	-5%	6%
- COc1ccccc1N1CCN(C2CCCN(C(=O)c3ccoc3C)C2)CC1 (configuration not stated)
  5	15%	-10%	1%	-3%	-41%	9%	-12%	2%	-1%	-4%
- NC(=O)C1CCN(C(=O)c2ccc3nc(N4CCCCC4)sc3c2)CC1
  26	17%	19%	?	?	-27%	3.2µM*	?	2%	2.8µM*	?

Continuation:
| Molecule | TRPV1 agonist | Gal4-VP16 FLuc | p53 reactivator | FLuc modulator | BRCA1 expr up | RORg inh | Rab9 promoter act | ELG1 repair inh | Tb PFK block | NPC1 promoter act | ELG1 genotox |
| --- | --- | --- | --- | --- | --- | --- | --- | --- | --- | --- | --- |
| CCc1nc(SCC(=O)NCc2ccccc2)c2c(=O)n(C)c(=O)n(C)c2n1 | -3 | 5% | 11% | 5% | -8% | 49% | -4% | -6% | -4% | 0% | -13% |
| Cc1c(Cc2ccccc2)c(=O)oc2cc(OCC(N)=O)ccc12 | ? | -4% | 2% | -2% | -5% | 0% | 1% | -4% | 4% | -3% | 5% |
| CC(C)CN(CC(C)C)C(=O)CC(=O)NC(=O)c1ccc(Cl)cc1 | 8 | -10% | 27% | -1% | -9% | 36% | 5% | -2% | 8% | 2% | 1% |
| O=C(N/N=C/c1c[nH]c2ccccc12)c1ccccc1Cl | 1 | 30% | 12% | ? | -36% | 4% | -2%[1.84 µM] | ? | 0% | 5% | 0% |
| O=C(Cn1ccc2ccccc2c1=O)NCCC(=O)N1CCN(c2cccc(C(F)(F)F)c2)CC1 | 7 | -21% | -8% | 0% | -3% | ? | -5% | ? | -12% | 0% | -8% |
| CCOC(=O)N1CCN(c2c(N3CCN(C(=O)OCC)CC3)c(=O)c2=O)CC1 | 0 | -15% | 6% | -1% | -1% | 5% | 0% | 2% | -4% | -1% | 0% |
| Cc1ccc(C)c(COC(=O)CCN=C2NS(=O)(=O)c3ccccc32)c1 | 18 | . | -9% | -2% | 17% | . | 2% | -1% | -4% | -1% | 3% |
| CC(=O)c1cccc(NC(=O)CSc2nc(N3CCOCC3)nc(N3CCOCC3)n2)c1 | -1 | -1% | -13% | 0% | -8% | -16% | 7% | 3% | 0% | 0% | 13% |
| CCc1cc(C(=O)N2CCCC(N3CCN(c4cccc(C(F)(F)F)c4)CC3)C2)n(C)n1 (configuration not stated) | 9 | ? | 3% | -1% | -39% | ? | -22% | -21% | -2% | -16% | -11% |
| COC(=O)c1ccccc1NC(=O)CSc1nnc(-c2ccoc2C)n1C | 8 | 4% | ? | 7% | -17% | 5% | -6% | 2% | 4% | -8% | 1% |
| CS(=O)(=O)N(CC(=O)NCc1ccc2c(c1)OCO2)c1ccccc1 | 0 | 25% | 5% | 1% | 20% | 8% | 0% | 14% | -4% | -2% | 0% |
| O=C(Nc1ccc(C(=O)O)cc1)/C(=C\c1ccc(F)cc1)NC(=O)c1ccco1 | -2 | -2% | 2% | 1% | 8% | 3% | -3% | 3% | 20% | 2% | 8% |
| Cc1cccc(OCCn2c(=O)n(C)c3ccccc32)c1 | -2 | ? | ? | 15µM* | 53% | -25% | 1.8µM* | ? | -6% | 3.2µM* | 6.5µM* |
| CCN(CC)CCOC(=O)C12CC3CC(CC(C3)C1)C2 | 6 | 9% | 6% | 0% | -7% | 5µM* | -5% | 5% | 0% | -1% | 2% |
| CCN(C(=O)COC(=O)/C=C/c1ccc(O)c(OC)c1)C1CCS(=O)(=O)C1 (configuration not stated) | -1 | 5% | -7% | -1% | 5% | 16% | -3% | 5% | -4% | 1% | 0% |
| CCN(C(=O)c1cccc(Br)c1)C1CCS(=O)(=O)C1 (configuration not stated) | 7 | . | 3% | -2% | -9% | . | -2% | ? | -2% | -3% | -2% |
| O=C(Cn1cc(C(F)(F)F)ccc1=O)OCC(=O)c1ccc[nH]1 | . | . | 21% | . | 6% | . | . | ? | 2% | . | 3% |
| Cc1ccc(S(=O)(=O)n2nc(OC(=O)c3c(-c4ccccc4Cl)noc3C)cc2N)cc1 | -3 | 0% | 16% | 0% | -9% | 29% | -6% | ? | 0% | 2% | -1% |
| Cc1ccc(-c2nc3ncccc3o2)cc1NC(=O)c1sc2ccccc2c1Cl | -2 | -3% | 23% | -3% | -50% | 0% | 2% | -2% | 2% | -5% | 10% |
